CHX counter – Cycloheximide Counterscreen for Small Molecule Inhibitors of Shiga Toxin; max response, %; AID 2314, 2010; 300,000 compounds, 12% hits; cell reporter, cycloheximide protein synthesis inhibition counterscreen; in the data active = max response mostly above about 13%, no sharp cut-off; inactive = mostly below about 14%; note: read at 38.3 µM for the half of the compounds with a filed dose; 0% is about no effect
AmpC no deterg – qHTS Inhibitors of AmpC Beta-Lactamase (assay without detergent). P00811. AmpC nitrocefin hydrolysis, absorbance 480 nm, 0.0001% Triton. Potency, µM (top dose mostly 57.1 µM), inactives show top-dose activity change, negative = inhibition, actives largely listed as inhibitors. 330,000 compounds, 0.52% hits;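 note: potency is the fitted concentration of half-maximal effect; plate controls were no compound for no effect and no enzyme for full effect; nearly all actives have a fitted effect of over 20% in size; some results filed as inactive show a strong effect at the top dose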
Target sequence (P00811 whole entry, looked up): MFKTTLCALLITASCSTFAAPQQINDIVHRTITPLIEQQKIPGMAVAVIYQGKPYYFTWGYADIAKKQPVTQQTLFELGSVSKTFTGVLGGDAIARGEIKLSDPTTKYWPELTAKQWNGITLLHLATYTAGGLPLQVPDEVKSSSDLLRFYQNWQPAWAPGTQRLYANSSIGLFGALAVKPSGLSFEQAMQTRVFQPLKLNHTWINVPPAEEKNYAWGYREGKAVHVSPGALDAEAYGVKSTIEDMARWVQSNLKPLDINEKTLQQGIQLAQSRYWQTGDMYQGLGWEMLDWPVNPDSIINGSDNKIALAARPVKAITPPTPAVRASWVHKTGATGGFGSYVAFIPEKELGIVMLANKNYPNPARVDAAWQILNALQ
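20 mM phosphate pH 7.0 + 0.01% (detergent screen) or 0.0001% Triton X-100; 5.3 nM AmpC reagent; cpd preinc 15 min RT; nitrocefin (800 uM stock) to start; A480 q20 s × 4 min; Activity was normalised to no-enzyme and no-compound control wells.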
HCMV antiviral – qHTS Assay for inhibitors of the human cytomegalovirus (HCMV). HFF cells, HCMV-luciferase reporter, 72 h; hits give low values. activity change, negative = inhibition, % at 57.5 µM. 410,000 compounds, 4.5% hits. AID 1259415, 2018; in the data active = activity change below about -60%; inconclusive = no clear call, values can overlap the other calls; inactive = above about -39%; note: % is set by controls: 0 for no effect and ±100 for the full control effect
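Two compound doses tested in HFFs infected with HCMV-luciferase, MOI 1 PFU/cell, 72 h at 37C. Lysate luminescence read with OneGlo; data normalized against buffer-only and 10uM Salinomycin inhibitor controls.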
Shiga inhibitor – A qHTS for Small Molecule Inhibitors of Shiga Toxin; Vero cells, Shiga toxin protein synthesis inhibition reporter; inhibition, % at 38.7 µM; 290,000 compounds, 9.2% hits; AID 2315, 2010; in the data active = inhibition mostly above about 28%, no sharp cut-off; inactive = mostly below about 43%; note: 0% is about no effect
AMA1-RON2 inh – qHTS for Inhibitors of AMA1-RON; Towards Development of Antimalarial Drug Lead: Primary Screen | 360,000 compounds, 0.2% hits | AlphaScreen AMA1-biotinylated RON2 peptide binding | AID 720542, 2013 | Potency, µM (titrated, usually from 58.2 µM), inactives show top-dose activity change, negative = inhibition, hits mostly inhibitors | Plasmodium falciparum AMA1 (3D7) - RON2 peptide interaction;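 note: potency is the fitted concentration of half-maximal effect; 0% = vehicle wells and -100% = peptide control; nearly all actives have a fitted effect of over 45% in size; some results filed as inactive show a strong effect at the top dose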
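AMA1 (3D7) with his tag at 25 nM final met compounds first, then biotinylated RON2 peptide at 25 nM; detection used donor plus acceptor beads, 10 µg/mL apiece, read by AlphaScreen after 30 min at room temperature.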
AmpC inh detg – qHTS Inhibitors of AmpC Beta-Lactamase (assay with detergent). P00811. Potency, µM (titrated, usually from 114 µM), inactives show at the highest dose activity change, negative = inhibition, usual class: inhibitors. 370,000 compounds, 0.041% hits. AmpC hydrolysis of nitrocefin, absorbance 480 nm, 0.01% Triton. AID 485294, 2010;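 note: potency is the fitted concentration of half-maximal effect; 0% = no-compound wells and -100% = no-enzyme wells; nearly all actives have a fitted effect of over 25% in size; some results filed as inactive show a strong effect at the top dose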
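20 mM phosphate pH 7.0 + 0.01% (detergent screen) or 0.0001% Triton X-100; 5.3 nM AmpC reagent; cpd preinc 15 min RT; nitrocefin (800 uM stock) to start; A480 q20 s × 4 min; Activity was normalised to no-enzyme and no-compound control wells.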
Giardia FBPA inh – qHTS Assay for Inhibitors of Fructose-1,6-bisphosphate Aldolase from Giardia Lamblia; A8B2U2; purified Giardia FBPA; Potency, µM (series often up to 59.6 µM), without a hit: top-dose activity, negative = inhibition, most hits filed as inhibitors; 290,000 compounds, 0.71% hits; AID 2451, 2010; note: potency is the fitted concentration of half-maximal effect; % is set by controls: 0 for no effect and ±100 for the full control effect; nearly all actives have a fitted effect of over 55% in size
Target sequence (A8B2U2 whole entry, looked up): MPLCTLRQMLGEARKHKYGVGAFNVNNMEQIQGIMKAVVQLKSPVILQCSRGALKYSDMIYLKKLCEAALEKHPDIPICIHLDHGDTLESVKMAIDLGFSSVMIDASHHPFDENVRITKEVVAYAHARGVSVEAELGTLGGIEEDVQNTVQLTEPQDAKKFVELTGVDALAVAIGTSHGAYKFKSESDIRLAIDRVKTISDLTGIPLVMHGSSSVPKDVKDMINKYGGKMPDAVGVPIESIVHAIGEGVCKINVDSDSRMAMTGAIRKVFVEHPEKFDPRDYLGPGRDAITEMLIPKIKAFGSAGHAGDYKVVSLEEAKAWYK
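Giardia FBPA (40 nM reagent) was preincubated 10 min at RT with compound (up to 57.5 uM final), then substrate plus GAPDH/TPI/NAD/arsenate coupling system with diaphorase/resazurin was added; resorufin fluorescence (525/598 nm) was read after 20 min.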
Starred values were filed as active, the others as inactive; u = inconclusive; x = no result given; [ ] = remark or other dose. Unless noted, calls come from the whole dose curve; as a rule, active = well fitted curve in the direction sought with a large enough effect; inconclusive = small, poorly fitted or top-dose-only effect, or another doubt; inactive = no such curve, though single readings can be large; an effect the other way counts as inactive or inconclusive.

Compound | CHX counter | AmpC no deterg | HCMV antiviral | Shiga inhibitor | AMA1-RON2 inh | AmpC inh detg | Giardia FBPA inh
Cc1ccc(Oc2ccc(OCC(=O)NC(C)C(=O)O)cc2)cc1 (stereo not drawn) | 1.9 | -28.2% | -6.8 | 22.8 | -3.7% | -16.3% | 16.3%
CC(C)n1c(Oc2ccc(F)cc2)nc2c1c(=O)n(C)c(=O)n2C | -0.8 | -26.7% | -29.3 | 3.2 | -16.5% | 1.5% | 1.0%
Cc1cc(C(F)(F)F)n2ncc(C(=O)O)c2n1 | 2.7 | -19.3% | -4.1 | 11.5 | 9.6% | u | -4.9%
COC(=O)c1sccc1NC(=O)CC1C(=O)NCCN1C(=O)c1ccc(N(C)C)cc1 (stereo not drawn) | 0.6 | 13.9% | 10.8 | -6.1 | 14.3% | -0.4% | 21.8%
Cc1ccc(C(=O)NNC(=O)c2ccoc2C)s1 | x | -15.6% | -98.4* | x | 17.9% | 2.1% | x
CN1CCN(CCCNC(=O)c2ccc(CSCc3cccc(Cl)c3)o2)CC1 | -5.4 | 76.8%[activator] | -21.1 | -3.4 | -5.6% | 0.6% | 4.2%
CNC(=O)C(=O)NCCC1CCCCN1S(=O)(=O)c1cccs1 (stereo not drawn) | x | -8.3% | -8.2 | x | -6.5% | -6.0% | x
CCOC(=O)c1c(NC(=O)CSc2nc3ccccc3s2)sc(C(C)=O)c1C | 1.0 | -34.6% | 64.3 | -7.6 | 2.5% | -8.3% | x
CCNC(=O)CON=C1c2ccccc2-c2ccccc21 | 5.2 | -2.9% | -39.7 | 3.3 | -6.1%[2.32 µM] | -8.4% | -0.2%
COc1cc(OC)cc(C(=O)Nc2cccc3nc(C)ccc23)c1 | -2.2 | -1.9% | 49.8 | 1.3 | 1.3% | 4.5% | -5.7%
COc1ccc(OC)c(CN(CCN2CCOCC2)C(=O)Nc2ccccc2)c1 | 9.2 | -12.9% | 47.2 | 43.1* | 7.7%[2.32 µM] | -7.1% | 2.4%
Cc1ccc(-c2cn3cc(C)ccc3n2)cc1 | -15.5 | -6.7% | -91.4* | -49.3 | 2.9% | 9.5% | u

No new results follow: entries from further up.
Compound | CHX counter | AmpC no deterg | HCMV antiviral | Shiga inhibitor | AMA1-RON2 inh | AmpC inh detg | Giardia FBPA inh
COc1cc(OC)cc(C(=O)Nc2cccc3nc(C)ccc23)c1 | -2.2 | -1.9% | 49.8 | 1.3 | 1.3% | 4.5% | -5.7%
COc1ccc(OC)c(CN(CCN2CCOCC2)C(=O)Nc2ccccc2)c1 | 9.2 | -12.9% | 47.2 | 43.1* | 7.7%[2.32 µM] | -7.1% | 2.4%
Cc1ccc(-c2cn3cc(C)ccc3n2)cc1 | -15.5 | -6.7% | -91.4* | -49.3 | 2.9% | 9.5% | u

Later entries:
Compound | CHX counter | AmpC no deterg | HCMV antiviral | Shiga inhibitor | AMA1-RON2 inh | AmpC inh detg | Giardia FBPA inh
CCn1cc(S(=O)(=O)Nc2cc(C(=O)OC)ccc2C)cn1 | 1.8 | -4.4% | 79.4 | -1.5 | 1.5% | -11.1% | x
COc1ccc(C(C)(C)C)cc1NC(=O)CN1C(=O)C(=O)N(Cc2ccco2)C1=O | x | -8.2% | -6.9 | x | -1.3% | -0.7% | x
COC(=O)c1ccc(C2c3c(oc4cc(C)c(C)cc4c3=O)C(=O)N2CCCN(C)C)cc1 (stereo not drawn) | -1.2 | 109.9%[activator] | x | 7.9 | x | 7.4% | -7.3%
CCN1/C(=C2/SC(=S)NC2=O)Sc2ccccc21 | -2.2 | -10.1% | -32.3 | -13.0 | 15.5% | -9.7% | 0.3%
CCOc1ccc(N=C2C(=O)Nc3ccc(C)c(Br)c32)cc1 | 2.6 | -21.1% | -4.2 | 1.2 | u | 2.0% | -20.7%
Cn1c(/C=N/Nc2nc3ccccc3[nH]2)nc2ccccc21 | 34.4* | -26.9% | -83.0* | 154.1* | -20.1% | 2.9% | -3.2%
Cc1cc2c3c(c1)C(C)CC(C)(C)N3C(=O)C2=C(C#N)C#N (stereo not drawn) | -3.0 | -15.9% | u | 7.4 | -2.8% | 4.2% | u
CC1CC(=O)Nc2ccccc2N1C(=O)CSc1nnnn1C (stereo not drawn) | x | -12.4% | 8.0 | x | -10.0% | x | x
COC(=O)c1cc(NC(=O)/C=C/c2ccccc2)ccc1O | 47.9* | -18.9% | -31.0 | 120.9* | x | 14.7% | -24.7%
O=c1ccc(-c2ccc([N+](=O)[O-])cc2)nn1-c1ccccc1 | -1.7 | -8.7% | 22.0 | -5.3 | 1.3% | -7.4% | 3.2%
c1ccc(C2C/C(=N\N3CCOCC3)c3ccccc3O2)cc1 (stereo not drawn) | -5.1 | -36.3% | -31.1 | -7.5 | -3.0% | -4.0% | 6.0%
CCn1c(SCC(=O)Nc2cc(C)on2)nnc1-c1ccc(S(=O)(=O)N2CCN(C)CC2)cc1 | -2.5 | 3.9% | -0.3 | 17.2 | 1.3% | 2.5% | 5.0%
Cc1cc(NN)nc(Cc2ccccc2)n1 | -1.8 | -25.5% | 28.0 | -2.9 | 30.2%[activator] | -1.7% | u
CN(C)c1ncc(/C=C2/C(=O)NC(=S)N(C3CCCCC3)C2=O)cn1 | -1.5 | -39.9% | x | 11.9 | x | -3.7% | -7.7%
CCc1onc(C)c1C(=O)O | -1.9 | -22.0% | -39.0 | -2.7 | -1.1% | -3.6% | 0.4%
COC(=O)C1=C(c2ccc(-c3ccccc3)c(F)c2)C[C@@H]2CC[C@H]1N2C(=O)NC1Cc2ccccc2C1 | x | -11.7% | -12.6 | x | -7.0% | -4.3% | x
CC(=O)c1cccc(NC2c3ccccc3C(=O)N2Cc2ccc3c(c2)OCO3)c1 (stereo not drawn) | -5.5 | -13.3% | 142.2 | -12.9 | -5.5% | u | 8.8%
COCCCn1c(=NC(=O)c2ccncc2)c(C#N)cc2c(=O)n3cccc(C)c3nc21 | 2.2 | -14.2% | -5.9 | -10.3 | 14.8% | 0.4% | -3.4%
CC(C)N1C(=O)S/C(=C\c2ccc(-c3ccc(Cl)c(C(=O)O)c3)o2)C1=O | 76.0* | -12.4% | 230.6 | 153.2* | -13.3% | u | -4.5%
Cc1cc(-c2n[nH]c(=S)n2/N=C/c2cccs2)n[nH]1 | -1.1 | -20.2% | -23.5 | -10.9 | 42.4%[activator] | u | 14.0%
CC(C(=O)NC1=NCCS1)N1C(=O)C2CC=CCC2C1=O (stereo not drawn) | -0.2 | -11.4% | -12.6 | -7.3 | 0.8% | 6.9% | -0.3%
CC(C)OC(=O)Nc1ccc2c(c1)N(C(=O)CCN(C)C)c1ccccc1CC2 | -0.4 | 0.8% | -4.7 | 22.1 | -2.5% | -6.3% | -23.7%
Cc1nccn1CC(O)COc1ccccc1 (stereo not drawn) | -1.0 | -13.5% | -1.6 | 6.6 | 1.9% | -0.1% | -8.9%
CCOP(=O)(c1ccc(N(C)C)cc1)C(O)c1cc(OC)c(OC)c(OC)c1 (stereo not drawn) | -3.4 | 10.0% | 11.9 | 6.9 | -5.9% | u | 2.0%

Reprinted from the part before: 5 compounds, followed by the next part.
Compound | CHX counter | AmpC no deterg | HCMV antiviral | Shiga inhibitor | AMA1-RON2 inh | AmpC inh detg | Giardia FBPA inh
Cc1cc(-c2n[nH]c(=S)n2/N=C/c2cccs2)n[nH]1 | -1.1 | -20.2% | -23.5 | -10.9 | 42.4%[activator] | u | 14.0%
CC(C(=O)NC1=NCCS1)N1C(=O)C2CC=CCC2C1=O (stereo not drawn) | -0.2 | -11.4% | -12.6 | -7.3 | 0.8% | 6.9% | -0.3%
CC(C)OC(=O)Nc1ccc2c(c1)N(C(=O)CCN(C)C)c1ccccc1CC2 | -0.4 | 0.8% | -4.7 | 22.1 | -2.5% | -6.3% | -23.7%
Cc1nccn1CC(O)COc1ccccc1 (stereo not drawn) | -1.0 | -13.5% | -1.6 | 6.6 | 1.9% | -0.1% | -8.9%
CCOP(=O)(c1ccc(N(C)C)cc1)C(O)c1cc(OC)c(OC)c(OC)c1 (stereo not drawn) | -3.4 | 10.0% | 11.9 | 6.9 | -5.9% | u | 2.0%
O=C(CSc1n[nH]c(=O)n1-c1ccccc1)N1CCOCC1 | -2.7 | -3.7% | 17.5 | -8.7 | -3.3% | -7.2% | 16.8%
CCOc1cccc(C(=O)Nc2cccc(-c3nc4ncccc4o3)c2C)c1 | 5.8 | -18.2% | u | -45.7 | -10.5% | -8.8% | 11.4%
Cc1cccc(C(=O)Nc2sc3c(c2C(=O)O)CCC3)c1 | 42.4* | -20.3% | -1.3 | 103.4* | -3.3% | 3.8% | u
Cc1cc(C)cc(NC(=O)COC(=O)CNC(=O)C2CCCCC2)c1 | x | 5.3% | -8.8 | x | -5.6% | 1.4% | x
O=C(N/N=C/c1ccc2c(c1)OCO2)c1ccc(COCC(F)(F)C(F)F)cc1 | -3.2 | -45.6% | x | -2.5 | -1.6% | -2.9% | x
Cc1cnc(NCCc2ccccc2)s1 | -1.3 | -21.3% | 25.7 | -6.8 | -3.7% | u | 4.6%
COc1ccc(Cc2nc3ccc(C(=O)NC(C)c4cn(C)nc4C)cc3o2)cc1 (stereo not drawn) | 9.4 | 129.0%[activator] | -35.8 | 15.4 | -15.0% | u | x
O=C(NCCc1ccccc1)c1ccc2nccnc2c1 | -3.2 | -16.5% | 61.0 | 16.8 | 0.1% | 0.0% | -4.2%
COc1cc2c(cc1OC)-c1nnc(C)n1C1(CCCC1)C2 | -4.0 | -7.0% | u | -12.2 | -1.5% | -9.7% | 0.0%
Cc1ccc(N(C)S(=O)(=O)c2cccc(C(=O)OCC(=O)c3c(N)n(C)c(=O)n(C)c3=O)c2)cc1 | x | 92.1%[activator] | -26.8 | x | 12.1% | x | x
Nc1ccc(S(=O)(=O)Nc2nccc(/C=C/c3ccc(Cl)cc3)n2)cc1 | -5.5 | -23.3% | -7.3 | -5.1 | 9.3% | 3.8% | 10.2%
COCCCNCC1C(Oc2ccc(Cl)cc2)C(=O)N1c1ccccc1C (stereo not drawn) | -2.5 | 28.8% | 43.1 | -14.0 | -24.6% | -3.6% | -2.4%
COc1ccc(OC)c(NC(=O)c2c(NC(=O)CCC(=O)O)sc3c2CCCCC3)c1 | -1.8 | -15.7% | -9.9 | -3.6 | -10.9% | -10.1% | 4.6%
O=C(CNC(=O)c1cccc(OC(F)F)c1)OCn1nnc2ccccc2c1=O | 8.5 | -0.4% | -9.0 | -11.9 | -15.5% | u | 3.5%
CC(=O)N1CCN(c2ccc(NCc3ccc(C(C)C)cc3)cc2)CC1 | 8.8 | 165.4%[activator] | -36.3 | 29.7 | -39.2% | -11.3% | u
Cc1ccc(C)c(S(=O)(=O)N2CCN(C(=O)c3cncc(Br)c3)CC2)c1 | -2.9 | 36.8% | 45.8 | -6.9 | -1.7% | -0.6% | 4.0%
